# Bioassay records (PubChem)
# LmPK inhibitor – inhibitors of Leishmania mexicana pyruvate kinase. Q27686. purified LmPK, Kinase-Glo ATP luminescence, 1 h. Potency, µM (doses to about 57.5 µM), for inactives: top-dose activity change, negative = inhibition, most hits filed as inhibitors. 290,000 compounds, 0.37% hits; also: potency is read from the fitted curve at half-maximal effect; % is scaled to controls: 0 for no effect and ±100 for the full control effect
# Target sequence (Q27686 whole entry, looked up): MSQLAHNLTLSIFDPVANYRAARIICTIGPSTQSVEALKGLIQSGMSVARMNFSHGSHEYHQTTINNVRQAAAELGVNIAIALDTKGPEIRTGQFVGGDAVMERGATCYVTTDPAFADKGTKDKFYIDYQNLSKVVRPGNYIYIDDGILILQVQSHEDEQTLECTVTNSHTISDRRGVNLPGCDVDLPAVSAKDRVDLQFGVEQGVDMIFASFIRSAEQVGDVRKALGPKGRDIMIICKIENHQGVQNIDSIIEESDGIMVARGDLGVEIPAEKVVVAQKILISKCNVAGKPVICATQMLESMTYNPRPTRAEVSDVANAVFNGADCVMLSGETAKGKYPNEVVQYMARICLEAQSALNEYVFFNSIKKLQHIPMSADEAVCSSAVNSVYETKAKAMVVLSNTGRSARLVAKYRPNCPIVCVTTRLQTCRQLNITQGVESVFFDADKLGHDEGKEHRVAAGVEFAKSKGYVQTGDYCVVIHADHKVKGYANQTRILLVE
#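 Purified LmPK (0.1 nM) with 0.5 mM PEP and 0.1 mM ADP in imidazole buffer pH 7.2 with MgCl2/KCl, 1 h at room temperature. ATP formed was read by luciferase luminescence and normalized to no-enzyme and uninhibited controls.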
# Shiga toxin inh – Shiga toxin inhibition | Vero cells, Shiga toxin protein synthesis inhibition reporter | inhibition, % at 38.7 µM | 290,000 compounds, 9.2% hits; in the data active = inhibition mostly above about 28%, no sharp cut-off; inactive = mostly below about 43%; also: 0% is about no effect
# TbPYK inhibitor – inhibitors of Trypanosoma brucei pyruvate kinase. Potency, µM (top dose mostly 76.8 µM), for inactives: at the top dose activity, negative = inhibition, usual class: inhibitors. Q57TT1. AID 624173. 410,000 compounds, 0.12% hits. TbPYK enzyme, Kinase-Glo Plus ATP luminescence, 45 min; also: potency is read from the fitted curve at half-maximal effect; % is scaled to controls: 0 for no effect and ±100 for the full control effect; nearly all actives have a fitted effect of over 50% in size
#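 Luminescent Kinase-Glo Plus end-point after 45 min room-temperature reaction of T. brucei pyruvate kinase started with 130 uM ADP (final). Buffer TEA 50 mM pH 7.2 with KCl, MgCl2, BSA, Tween-20; titration-based qHTS with fitted concentration-effect curves.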
# Pf growth 96h – P. falciparum growth inhibition at 96 hours | P. falciparum luciferase reporter growth, 96 h | Potency, µM (highest dose often 28.7 µM), inactives show at the highest dose activity change, negative = inhibition, most hits filed as inhibitors | 320,000 compounds, 6.9% hits; also: potency is read from the fitted curve at half-maximal effect; % is scaled to controls: 0 for no effect and ±100 for the full control effect
#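 Compounds incubated with erythrocytes infected by luciferase-expressing P. falciparum (2% hematocrit, 0.05% parasitemia final) for 96 hours, 37 C in 5% CO2. Growth inhibition scored as decreased luciferase luminescence.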
# AmpC inh no detg – blocks E. coli AmpC beta-lactamase in detergent-free assay; 330,000 compounds, 0.52% hits; Potency, µM (highest dose often 57.1 µM), for inactives: at the highest dose activity change, negative = inhibition, usual class: inhibitors; AmpC nitrocefin hydrolysis, absorbance 480 nm, 0.0001% Triton;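 also: potency is read from the fitted curve at half-maximal effect; plate controls were no compound for no effect and no enzyme for full effect; nearly all actives have a fitted effect of over 20% in size; some results filed as inactive show a strong effect at the top dose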
# Target sequence (P00811 whole entry, looked up): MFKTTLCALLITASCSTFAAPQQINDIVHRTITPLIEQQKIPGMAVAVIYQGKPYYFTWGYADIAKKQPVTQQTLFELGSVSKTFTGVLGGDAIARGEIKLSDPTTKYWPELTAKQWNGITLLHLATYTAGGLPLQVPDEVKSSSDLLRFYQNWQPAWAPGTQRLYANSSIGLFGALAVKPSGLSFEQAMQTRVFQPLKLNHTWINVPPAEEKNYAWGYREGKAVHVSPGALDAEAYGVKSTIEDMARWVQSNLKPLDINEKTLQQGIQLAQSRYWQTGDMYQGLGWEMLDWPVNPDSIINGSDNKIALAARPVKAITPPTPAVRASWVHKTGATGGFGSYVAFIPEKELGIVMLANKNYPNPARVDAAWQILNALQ
#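 20 mM phosphate pH 7.0 + 0.01% (detergent screen) or 0.0001% Triton X-100; 5.3 nM AmpC reagent; cpd preinc 15 min RT; nitrocefin (800 uM stock) to start; A480 q20 s × 4 min; Activity was normalised to no-enzyme and no-compound control wells.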
# Pf growth 48h – inhibits P. falciparum growth in the first generation, 48 h; P. falciparum luciferase growth in erythrocytes, 48 h; Potency, µM (series often up to 28.7 µM), for inactives: at the highest dose activity change, negative = inhibition, usual class: inhibitors; 310,000 compounds, 5.9% hits; AID 504832; also: potency is read from the fitted curve at half-maximal effect; % is scaled to controls: 0 for no effect and ±100 for the full control effect
#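 A one-generation exposure of luciferase-tagged malaria parasites in RPMI 1640/Albumax erythrocyte culture, 37 C and 5% CO2. Inhibition is inferred from decreased luminescence after adding detection reagent.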
# Cycloheximide cs – affects cycloheximide protein synthesis inhibition readout, counter-screen; cell reporter, cycloheximide protein synthesis inhibition counterscreen; max response, %; 300,000 compounds, 12% hits; AID 2314; in the data active = max response mostly above about 13%, no sharp cut-off; inactive = mostly below about 14%; also: read at 38.3 µM for the half of the compounds with a filed dose; 0% is about no effect
# Active calls of the source: *; ? = inconclusive; / = no result given; & = joins results of further samples; [ ] = remark or other dose. Unless noted, calls follow the shape of the dose curve; as a rule, active = well fitted curve in the direction sought with a large enough effect; inconclusive = small, poorly fitted or top-dose-only effect, or another doubt; inactive = no such curve, though single readings can be large; an effect the other way counts as inactive or inconclusive.
# Fields: LmPK inhibitor, Shiga toxin inh, TbPYK inhibitor, Pf growth 96h, AmpC inh no detg, Pf growth 48h, Cycloheximide cs
COc1cc(C(=O)NCC(=O)OCc2cc(=O)oc3c(C)c(C)ccc23)cc(OC)c1OC
    11.7%, -1.9, 4.8%, -17.6%, -10.6%, -8.4%, 6.7
CN1C(=O)C(=Cc2ccc(N3CCOCC3)o2)C(=O)N(C)C1=S
    -13.1%, -7.5, -5.3%, ?, -14.7%, -11.3%, -2.9
CC(=O)Nc1ccc(S(=O)(=O)NCc2csc(-c3cccnc3)n2)cc1
    1.6%, -4.2, 4.6%, 0.0%, -22.9%, -2.8%, 0.8
Cc1cccn2c(NC(=O)c3ccccc3F)c(-c3ccccc3)nc12
    2.9%, -4.6, 0.8%, 6.6%, -16.3%, 2.8%, 2.1
Cn1c(=O)oc2cc(S(=O)(=O)N3CCC(C(=O)NCc4cccs4)CC3)ccc21
    14.6%, -6.9, -4.1%, ?, -0.4%, /, -3.7
O=C(c1ccco1)n1nc(-c2ccccc2)nc1SCc1ccccc1
    3.7%, 30.9, 9.4%, /, -24.4%, 41.8%[activator], 32.5
COc1ccc(N(C(=O)c2ccccc2C)S(=O)(=O)c2cccs2)cc1
    0.4%, 8.5, -12.5%, 8.28µM*, -32.6%, ?, -0.4
c1ccc(N2CCN(c3ncnc4c3oc3ccccc34)CC2)cc1
    -8.8%, -22.8, 2.9%, -19.8%, -18.0%, 25.2%, -1.2
CC(=O)Nc1ccc(S(=O)(=O)N2CCN(C(=O)N3CCCC3)CC2)cc1
    -2.1%, -3.2, -0.6%, 30.3%[activator], -10.3%, 4.8%, -2.5
O=C1NC(=Nc2ccccc2)CS1
    -4.0%, -3.0, -5.3%, 44.8%[activator], -18.4%, 11.1%, 6.3
O=C(Nc1cccc(OC(F)(F)F)c1)c1ccc(Br)o1
    4.5%, 57.3, -9.2%, ?, -30.7%, ?, 40.3*
CCCCn1c(N)c(N(CC(C)C)C(=O)CN2C(=O)C3CCCCC3C2=O)c(=O)[nH]c1=O (stereo not drawn)
    /, /, 3.2%, 10.0%, -29.7%, ?, /
COCCn1c(C)cc(/C=C2/NC(=O)N(c3ccc(Cl)cc3)C2=O)c1C
    -0.9%, 15.5, -2.8%, ?, -6.1%, ?, 55.0*
COCCNC(=O)CSc1nnc(CCCN2C(=O)c3cccc4cccc(c34)C2=O)n1-c1ccccc1
    1.5%, -9.9, 2.8%, -95.4%, 259.5%[activator], ?, -8.7
CN1CCN(C(=O)CCCOc2cc(=O)n(C)c3ccccc23)CC1
    -2.6%, -13.2, -3.5%, /, -11.4%, 6.6%, -1.3
CN(C)c1ccc(C2C=C(c3ccc(Cl)cc3OC(F)F)Nc3ncnn32)cc1 (stereo not drawn)
    3.9%, -1.9, 4.3%, 112.0%[activator], -24.5%, ?, -4.5
Cc1nnc(SCC(=O)N2CCC(C(=O)Nc3nccs3)CC2)n1Cc1ccccc1
    0.7%, -6.2, -2.2%, ?, 53.0%, ?, -2.2
C=CCc1c(C)nc(SCC(N)=O)[nH]c1=O
    3.0%, 25.8, -13.3%, /, -20.5%, 19.9%, -1.8
CCOc1cc(CN2CCCC(N3CCc4ccccc4C3)C2)ccc1O (stereo not drawn)
    2.9%, 10.7, -0.6%, 413.8%[activator], -9.3%, ?, -1.5
CCOc1cc(C#N)ccc1OCC(=O)N1CCc2ccccc2C1
    5.4%, 0.9, 0.5%, ?, -6.1%, -26.2%, -1.3
Nc1nnnn1/N=C/c1ccccc1OCc1ccc(Cl)cc1Cl
    3.4%, -17.1, -1.8%, 31.1%[activator], -46.0%, ?, -4.4
Clc1ccc(SCCOCCN2CCOCC2)cc1
    1.2%, 1.8, 22.3%, 40.3%[activator], 0.2%, 1.2%, 10.9
O=C(COC(=O)c1ccc(Br)o1)NCCCc1ccccc1
    -0.7%, -5.4, -4.4%, 228.2%[activator], -9.3%, 4.2%, -3.4
CCn1c(=O)cc(SCC(=O)N2CCN(C)CC2)c2ccccc21
    -1.9%, -12.1, -2.6%, 0.0657µM*, -14.4%, /, -2.2
O=C(NC1CCCCC1)N1CCCC(CNS(=O)(=O)Cc2ccccc2)C1 (stereo not drawn)
    0.9%, -21.1, 1.2%, ?, -2.9%, 12.5%, -1.3
O=C(C1CCN(S(=O)(=O)c2cccc3cccnc23)CC1)N1CCN(C2CCCC2)CC1
    -1.3%, -11.4, /, -19.7%, -5.8%, 7.9%, -2.5
C/C(=N\N1CCN(Cc2ccccc2Cl)CC1)c1ccc([N+](=O)[O-])cc1
    -9.3%, -8.1, 0.9%, 21.0%, 17.6%, -3.9%, 1.0
O=c1c(Cc2ccccc2)c(O)ccn1C1CCCCCCC1
    1.2%, 19.8, 4.7%, -41.8%[5.75 µM], -1.4%[2.29 µM], ?, -2.3
CCCS(=O)(=O)N1CCN(c2cc3c(cc2[N+](=O)[O-])n(C)c(=O)n3C)CC1
    2.0%, -9.0, -0.3%, 0.7%, 24.3%, -0.4%, -1.7
Cc1ccc(C)c2[nH]c(=O)c(C(c3nnnn3Cc3ccco3)N3CCc4ccccc4C3)cc12 (stereo not drawn)
    2.7%, 77.8*, -16.3%, 6.57µM*, 18.5%, 11.7µM*, 26.5*

# More records
SMILES	LmPK inhibitor	Shiga toxin inh	TbPYK inhibitor	Pf growth 96h	AmpC inh no detg	Pf growth 48h	Cycloheximide cs
CSc1nnc(-c2sc3cc(C(F)(F)F)cnc3c2-c2ccccn2)n1C	5.5%	-10.4	1.6%	?	5.2%	/	13.3
COC(=O)Cc1nnc(Nc2cccc(C)c2)c2ccccc12	-0.4%	18.9	-3.2%	24.2%	-26.7%	-19.6%	1.5
CN1C(=CC=C2C=C(I)C(=O)C(I)=C2)C(C)(C)c2ccccc21	?	12.2	?	2.08µM*	-30.5%	3.29µM*	-2.8
Cc1ccc(C(=O)C2=C(O)C(=O)N(c3ncccn3)C2c2ccccc2F)o1 (stereo not drawn)	-1.0%	-8.5	8.3%	48.2%[activator]	-23.5%	-0.4%	6.4
Cc1cccc(N(Cc2cc(=O)[nH]c3ccccc23)C(=O)CCl)c1	-14.2%	-3.4	2.5%	?	-6.5%	?	-3.1
CCCCCCCCCCCCN1C/C(=C\C(=O)OCC)c2cc(C(F)(F)F)ccc2S1(=O)=O	-0.2%	-15.7	-17.2%	29.5%	-20.8%	?	-1.9
CN(CC(=O)O)S(=O)(=O)/C=C/c1ccccc1	-3.2%	-4.9	5.3%	33.6%[activator]	-12.0%	14.0%	-3.9
O=C(CSc1ncccc1C(=O)Oc1ccccc1Cl)Nc1ccccc1Cl	/	64.4*	-4.7%	/	/	/	19.7
CC(C)(C)c1ccc(-c2nc(N)nc(N)n2)cc1	0.1%	25.8	-0.8%	123.6%[activator]	0.0%	114.6%[activator]	33.2*
O=S(=O)(NCc1ccccc1)c1ccc(Br)s1	-6.2%	-3.6	-7.5%	78.4%[activator]	-25.6%	20.9%	-0.5
CN(C)NC(=O)c1ccsc1NC(=O)c1ccc(S(=O)(=O)N2CCCC2)cc1	3.4%	-10.9	2.4%	5.22µM*	47.2%	11.7µM*	1.1
Cc1cccc2[nH]c3c(N4CCC5(CC4)OCCO5)ncnc3c12	2.5%	-8.5	3.7%	?	-0.7%	?	9.8
S=c1[nH]nc(Nc2cccc(Cl)c2)s1	-5.0%	15.1	?	57.0%[activator]	-26.3%	35.4%[activator]	-5.6
O=C(CN1C(=O)c2cccnc2Oc2ccc(Cl)cc21)NC1CCCCCC1	9.9%	7.3	3.2%	-7.5%	59.4%	-28.9%	3.1
N#CC1=C(S)N(c2ccccc2)C(c2ccco2)NC1=O (stereo not drawn)	3.2%	-1.1	-1.4%	-3.3%	-24.7%	10.2%	1.9

# In the list so far, 3 contain bromine.
SMILES	LmPK inhibitor	Shiga toxin inh	TbPYK inhibitor	Pf growth 96h	AmpC inh no detg	Pf growth 48h	Cycloheximide cs
O=C(Nc1cccc(OC(F)(F)F)c1)c1ccc(Br)o1	4.5%	57.3	-9.2%	?	-30.7%	?	40.3*
O=C(COC(=O)c1ccc(Br)o1)NCCCc1ccccc1	-0.7%	-5.4	-4.4%	228.2%[activator]	-9.3%	4.2%	-3.4
O=S(=O)(NCc1ccccc1)c1ccc(Br)s1	-6.2%	-3.6	-7.5%	78.4%[activator]	-25.6%	20.9%	-0.5

# Further records follow.
SMILES	LmPK inhibitor	Shiga toxin inh	TbPYK inhibitor	Pf growth 96h	AmpC inh no detg	Pf growth 48h	Cycloheximide cs
COc1ccc(S(=O)(=O)N2CCCC2)c2ccccc12	-4.3%	7.4	-3.5%	?	-21.4%	?	2.6
COc1ccc(-c2cc(C(=O)Nc3ccc(C)cc3)no2)cc1	-1.2%	2.6	-2.6%	18.1%	/	9.6%	0.2
O=C(NCc1ccncc1)C(=O)NCC(c1ccccc1)c1ccccc1	2.7%	1.3	/	36.0%[activator]	26.5%	-25.5%	-2.4
COc1ccc(C(C(=O)NC2CCCCC2)N(C(=O)c2snc(C(N)=O)c2N)c2ccc(OC)cc2OC)cc1 (stereo not drawn)	-1.2%	-4.0	-3.8%	27.5%	55.7%	?	-4.2
Brc1ccc(-c2cnc(-c3cccs3)o2)cc1	-4.9%	91.7*	8.6%	-9.6%	8.9%	87.7%[activator]	36.5*
COc1cc(Cl)ccc1OCc1cc(C(=O)N2CCCC(OC)C2)no1 (stereo not drawn)	-5.0%	79.6*	-0.3%	18.0%	108.4%[activator]	29.1%	53.6*
COc1cc(OC)c2ccc(=O)oc2c1C(CCN1CCCCC1)c1ccc(N(C)C)cc1 (stereo not drawn)	9.6%	2.0&-0.2	-4.1%	?	44.7%	?	7.2&-9.7
CCCOc1ccc(/C=N\NC(=O)CCc2n[nH]c(=O)[nH]c2=O)cc1OC	-0.6%	-7.2	-10.8%	?	-9.2%	0.5%	1.1
COc1ccc(NS(=O)(=O)c2cccc(C(=O)NCCCn3ccnc3)c2)cc1	/	/	6.1%	-21.7%	-23.3%	27.9%	/
CCc1cc(-c2nnc(SCC(=O)NC3CC3)n2C)cs1	-5.1%	14.1	-6.0%	0.6%	-2.9%	38.2%[activator]	5.7
CCc1ccc(NC2=NCC(c3ccccc3)S2)cc1 (stereo not drawn)	0.1%	82.5*	1.2%	-93.0%	-57.1%[11.4 µM]	?	58.5*
COc1ccc(-c2onc(C)c2C)cc1S(=O)(=O)NCCc1ccco1	-1.6%	-3.5	3.3%	?	-6.7%	?	11.1
